TbREL1 primary = TbREL1 inhibition, primary screen. P86926. TbREL1 RNA ligation, FRET fluorescence. inhibition, % at 9.66 µM. hit rate 0.49% among 89,000. AID 1117264;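 active means inhibition above the mean inhibition across all screened compounds plus 3 SD, cut at about 11% in these data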;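 further: 0% = plate median of test wells and 100% = NSC42067 control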
Target sequence (P86926 whole entry, looked up): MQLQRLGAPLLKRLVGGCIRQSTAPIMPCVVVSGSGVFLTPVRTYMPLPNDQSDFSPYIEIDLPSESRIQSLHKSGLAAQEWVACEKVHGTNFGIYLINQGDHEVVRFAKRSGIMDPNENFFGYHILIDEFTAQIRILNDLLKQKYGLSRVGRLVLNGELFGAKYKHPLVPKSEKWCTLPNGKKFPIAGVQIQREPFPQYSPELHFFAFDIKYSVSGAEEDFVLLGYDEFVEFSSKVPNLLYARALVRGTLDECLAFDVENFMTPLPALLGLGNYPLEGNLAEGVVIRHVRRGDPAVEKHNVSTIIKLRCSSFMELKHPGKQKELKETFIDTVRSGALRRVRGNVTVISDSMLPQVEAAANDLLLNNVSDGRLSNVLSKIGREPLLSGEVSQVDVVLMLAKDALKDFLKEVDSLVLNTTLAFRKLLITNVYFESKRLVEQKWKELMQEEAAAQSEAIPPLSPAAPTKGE
* marks the source's active call; other numbers are inactive results.

TbREL1 primary	mol
-1.8	CC(Oc1ccc(Br)cc1)C(=O)Nc1cc(S(=O)(=O)N2CCOCC2)ccc1N1CCCC1 (stereo not drawn)
-1.3	CC(C)NS(=O)(=O)c1ccc(OCC(=O)N2CCCC2)c(Cl)c1
2.1	C#CCOCCOCCOCCNc1nc(N2CCN(C(=O)[C@H](C(C)C)n3cc(CCO)nn3)CC2)nc(N2CCN(C(=O)[C@H](C)n3cc(CCCN=C(N)N)nn3)CC2)n1
-2.3	CCOC(=O)c1ccc(N2C(=O)CC(C(=O)OC)=C2C)cc1
2.0	CCN(CC)C(=O)c1ccc2c(c1)NC(=O)C(C)(C)O2
-3.2	CC(=O)C1=NOC(CNc2ncc(C(F)(F)F)cc2Cl)C1 (stereo not drawn)
0.1	CCOc1ccc(C(=O)Nc2cc(S(=O)(=O)Nc3ccccc3Cl)ccc2N2CCOCC2)cc1
0.9	CC1CC(C)CN(C(=O)c2ccc(N3CC4CC(C3)c3cccc(=O)n3C4)c([N+](=O)[O-])c2)C1 (stereo not drawn)
-1.6	CN(C)S(=O)(=O)c1cccc(NC(=O)CN2C(=O)NC(Cc3ccccc3)C2=O)c1 (stereo not drawn)
0.1	COc1ccc(C(C)=O)cc1Cn1c(C)c(C(=O)NCCC#N)sc1=O
-2.4	O=S(=O)(c1ccc(Br)cc1)N1CCC(c2nc3ccccc3[nH]2)CC1
-1.3	Cc1cccc(C(=O)OCC(=O)NCc2ccco2)c1
-6.0	CCCCN(C)c1c(C)nc2ccc(C(=O)N(C)CCN(C)C)cn12
-3.7	CCCN(CC1CC1)C(=O)CSc1ncnc2sc(C)c(C)c12
3.6	CCCC(=O)Nc1cccc(NC(=O)c2ccccc2Br)c1
-3.6	COC(=O)C1=CN(C(C)C)C=C(C(=O)OC)C1c1cc(Br)c(OC)c(OC)c1
-2.6	Cc1onc(-c2ccccc2)c1C(=O)Nc1cccc(C#N)c1
0.9	Cc1ccc(C)c(NC(=O)CSc2c(C)n[nH]c2C)c1
3.6	Cc1nc(-c2nc(CC(=O)NNC(=O)c3ccc(Cl)cc3)cs2)cs1
0.0	CC(C)C(=O)Nc1nnc(S(=O)(=O)N2CCCc3ccccc32)s1
0.7	CCOc1ccc(NC(=O)CSc2nnc(C)n2CCCOC)cc1
1.5	COc1cc(NC(=O)c2cc3c(=O)n(C)c4ccccc4c3n2C)cc(OC)c1OC
-6.7	Cc1cnc(C(=O)N(c2ccc(N3CCOCC3)cc2)C2C(=O)Nc3ccccc3N=C2c2ccc3c(c2)OCO3)cn1 (stereo not drawn)
6.2	COc1ccc(C(=O)Nc2nnc(S(=O)(=O)N3CCOCC3)s2)cc1
-5.2	COc1cc(/C=C2\OC(=O)c3c(OC)cccc32)ccc1O
4.6	O=C(CC(=O)N/N=C/c1ccccc1)NCc1ccccc1
-1.6	O=C(CN(Cc1ccc2c(c1)OCO2)C(=O)CNC(=O)c1ccco1)NC1CCCCC1
-1.2	CC1(C)Cc2c(sc(NC(=O)C(=O)N3CCOCC3)c2C#N)CO1
-3.2	Cc1cc(NC(=O)COC(=O)C2CCN(S(=O)(=O)c3ccccc3)CC2)c([N+](=O)[O-])cc1C
-1.0	CC(C)(/C=N/O)/[N+]([O-])=C/c1ccccc1C(F)(F)F
1.9	O=C(O)/C=C\C(=O)Nc1cccc(C(=O)Nc2cccc(O)c2)c1
3.1	NC(=O)c1nn(-c2ccccc2)c(=O)cc1O
-0.3	CN(CC(=O)Nc1ccc(N2CCOCC2)cc1)C(=O)c1ccc(O)c(Cl)c1
-0.8	Cc1ccccc1N=C(NOCc1ccccc1)c1nonc1N
-6.6	Cc1cc(C)cc(C(=O)Nc2ccc(N3CCN(C(=O)c4ccco4)CC3)cc2)c1
-4.3	CC1(c2ccccc2Br)NC(=O)N(CC(=O)Nc2ccc(S(N)(=O)=O)cc2)C1=O (stereo not drawn)
-4.9	Oc1nc(-c2ccc(Cl)cc2)n2ccncc12
-2.3	O=C(CN1CCN(S(=O)(=O)c2ccc(Br)cc2)CC1)Nc1ccccc1F
-1.8	COC(=O)[C@]1(C)CCC[C@@]2(C)C3CC[C@@]4(C)C[C@]3(CCC21)CC(=O)N4Cc1ccc(OC)cc1 (stereo partly drawn)
1.4	Nc1c(-c2cccc(Cl)c2)cnn1-c1cccc(C(F)(F)F)c1
-1.7	CCOc1ccc(Cn2nnc(C(=O)NCc3ccc(OC)cc3)c2N)cc1
2.9	CCS(=O)(=O)Nc1c(C(=O)OC)[nH]c2ccccc12
-3.0	Cc1ccc(OCc2nnc(SCC(=O)c3ccc4ccccc4c3)n2-c2ccc(Cl)cc2)cc1
-0.6	CCOC(=O)N1CCC(NC(=O)CCS(=O)(=O)c2ccc3c(c2)CCN3C(=O)CC)CC1
0.6	Cn1c(-c2ccccc2)cccc1=O
-1.7	COC(C/C=C\[C@H](O)[C@H](C)OCc1ccccc1)OC
2.4	COc1ccc(S(=O)(=O)N(C)C)cc1NC(=O)CSc1nnc(-c2cccnc2)o1
-0.1	O=[N+]([O-])c1ccc(-c2nc(NCc3cccnc3)c3ccccc3n2)cc1
0.3	Cc1ccc(N(CC(=O)NCc2ccc(F)cc2)C(=O)CCC(=O)Nc2ccccn2)cc1C
0.7	CN(Cc1ncc[nH]1)Cc1cn(-c2ccccc2)nc1-c1ccc2c(c1)OCO2

By substructure: those above containing an aryl thioether with sulfur outside any ring
TbREL1 primary	mol
-3.7	CCCN(CC1CC1)C(=O)CSc1ncnc2sc(C)c(C)c12
0.9	Cc1ccc(C)c(NC(=O)CSc2c(C)n[nH]c2C)c1
0.7	CCOc1ccc(NC(=O)CSc2nnc(C)n2CCCOC)cc1
-3.0	Cc1ccc(OCc2nnc(SCC(=O)c3ccc4ccccc4c3)n2-c2ccc(Cl)cc2)cc1
2.4	COc1ccc(S(=O)(=O)N(C)C)cc1NC(=O)CSc1nnc(-c2cccnc2)o1

(continued)
TbREL1 primary	mol
1.7	COc1ccc(S(=O)(=O)N2CCC(C(=O)N3CCCCC3)CC2)cc1
3.3	Cc1ccc(C(=O)CSc2nnc(C)s2)cc1
0.8	O=C(CC(=O)c1ccccc1O)c1ccc(F)cc1
-3.0	Cc1cc(C)c(S(=O)(=O)N2CCC(C(=O)NCc3ccco3)CC2)c(C)c1
2.1	Cn1c(=O)c(C(=O)NNC(=O)c2cccc(Cl)c2)c(O)c2ccccc21
2.8	CC12CCC(=O)C=C1CCC1C2C(O)CC2(C)C1CCC21OCC1=O (stereo not drawn)
1.9	COc1cccc(/C=N/n2nnnc2N)c1
1.6	CC(=O)/C(=N/Nc1ccccc1[N+](=O)[O-])N1CCCc2ccccc21
0.9	CC(C)=NN1C(c2nonc2N)=NOC1(C)C
-0.5	N#C/C(=C\c1c(Cl)cccc1Cl)c1nn(-c2ccccc2)c(-n2cccc2)c1C#N

Arranged by molecular weight (high to low): part of the list above.
TbREL1 primary	mol
2.4	COc1ccc(S(=O)(=O)N(C)C)cc1NC(=O)CSc1nnc(-c2cccnc2)o1
-0.1	O=[N+]([O-])c1ccc(-c2nc(NCc3cccnc3)c3ccccc3n2)cc1
-2.6	Cc1onc(-c2ccccc2)c1C(=O)Nc1cccc(C#N)c1

(cont.)
TbREL1 primary	mol
2.7	CCNC(=O)COC(=O)CCC(=O)c1ccc(F)cc1
-0.8	CC1=C(C(=O)OCc2ccccc2)C(c2ccc(-c3ccccc3)cc2)NC(=O)N1CCCCCC(=O)O (stereo not drawn)
-3.9	Cc1nn(Cc2ccc(F)cc2)c(C)c1NC(=O)c1cc(-c2ccc3c(c2)OCO3)on1
-1.3	COc1ccccc1NC(=O)CN(C)S(=O)(=O)c1ccc2c(c1)CCC(=O)N2
-6.7	Cc1ccc(C)c(NC(=S)NNC(=O)c2ccc(Br)o2)c1
-6.6	FC(F)Sc1ccc(NC(=S)N2CCN(c3ccccn3)CC2)cc1
1.8	Cc1ccc(C(=O)NNc2ncnc3ccccc23)cc1
-1.6	O=C(c1cc(F)ccc1F)N(Cc1ccccn1)CC1CCCO1 (stereo not drawn)
-3.8	O=C(CN1CCC(Cc2ccccc2)CC1)NC(=O)NCc1ccco1
-0.3	CCOc1cc(C(=O)N=c2sccn2C)cc(Br)c1OC
-2.1	C=CCn1c(SCc2nc3ccccc3[nH]2)nnc1-c1ccc(OC)cc1
-0.1	O=C(/C=C/c1ccccc1[N+](=O)[O-])N1CCN(C(=O)c2ccco2)CC1
-3.4	C=CCn1c(SCC(=O)/C(C#N)=C(\C)N)nc2sc(CC)cc2c1=O
5.9	CC(C)OCC(O)CS(=O)(=O)Cc1ccccc1 (stereo not drawn)
-3.7	Nc1nc(CN2CCN(c3ccccc3)CC2)nc(N2CCCc3ccccc32)n1
-1.1	S=C(NNc1ccnc2cc(Cl)ccc12)Nc1ccccc1Cl
-0.6	S=C(N/N=C/c1ccccc1Cl)Nc1cccc(Cl)c1Cl
-0.4	CCOc1ccc(NC(=S)NC(=O)/C=C/c2ccc(OC)c(OC)c2)c([N+](=O)[O-])c1
0.8	COC(=O)Sc1nc(N2CCOCC2)c2c(c1C#N)CC(C)(C)OC2
0.1	COC(=O)C(Cc1ccccc1)NC(=O)c1ccc(NS(=O)(=O)c2ccc3[nH]c(=O)[nH]c3c2)cc1 (stereo not drawn)
-1.5	COc1ccc(NC(=O)C2CCCN2C(=O)Nc2cccc(F)c2)cc1 (stereo not drawn)
5.1	CN1C(=O)SC(Nc2cccc3ccccc23)C1=O (stereo not drawn)
3.0	CCc1ccc(C(=O)NCC2(c3ccccc3)CCOCC2)o1
-1.6	CC1Cc2cc(/C(O)=C3/C(=O)C(=O)N(Cc4ccncc4)C3c3ccc(N(C)C)cc3)ccc2O1 (stereo not drawn)
1.9	Cc1ccc(C2(c3ccccc3)NC(=O)N(CC(=O)NC3(C#N)CCCC3)C2=O)cc1C (stereo not drawn)
6.0	CCOc1ccccc1N1CCN(C(=O)c2c(C)noc2C)CC1
-1.3	CCN(c1ccccc1)S(=O)(=O)c1ccc(C(=O)NCc2ccco2)cc1
-4.4	Oc1ccc(/C=N/N2CCCCC2)c(O)c1
6.9	Cn1cnnc1SCC(=O)Nc1ccc2ccccc2c1
5.5	O=C(NCc1ccccc1Br)c1cccs1
0.4	COc1cc(CC(NC(C)=O)C(=O)NC2CCN(c3nc(C)cc(C)c3C#N)CC2)cc(OC)c1 (stereo not drawn)
-1.1	COc1ccc(OC)c(S(=O)(=O)N2CCC(C(=O)Nc3ccc(C)c(C)c3)CC2)c1
0.1	O=C(COC(=O)CCc1nc2ccccc2c(=O)[nH]1)Nc1ccc2c(c1)OCO2
-3.6	Cc1ccccc1-c1ccc(=O)n(CC(=O)Nc2ccc(N3CCOCC3)cc2)n1
0.9	COC(=O)c1ccc(N)cc1O
-0.2	O=[N+]([O-])c1ccc(Nc2ccccc2O)c([N+](=O)[O-])c1
7.1	CCOc1ccccc1NC(=O)c1cc2c(C)nn(-c3ccccc3)c2s1
-0.4	COc1ccc(C)cc1NC(=O)C1CC(=O)N(CCc2ccccc2)C1 (stereo not drawn)
0.4	O=C(CSc1nnc(-c2ccncc2)o1)Nc1ccc(F)c(F)c1
1.2	CCCCCN(C(=O)NC(=O)Nn1cnnc1)S(C)(=O)=O
-0.3	O=C(CCCC(=O)OCC(=O)c1cccs1)Nc1ccc(Oc2ccccc2)cc1
3.0	C/C(=N\NC(=O)Cc1ccc(Cl)cc1)c1cccnc1
-0.9	COc1ccc(CNC(=O)C(C)N2C(=O)NC(c3ccccc3)(c3ccccc3)C2=O)cc1 (stereo not drawn)
-0.8	C[C@H](NC(=O)c1nc[nH]c1C(=O)NCc1ccc(CNC(=O)OC(C)(C)C)cc1)c1ccccc1
2.4	C[C@H](CO)N1C[C@H](C)[C@@H](CN(C)C(=O)c2ccncc2)OCc2cnnn2CCCC1=O
1.2	Cc1cc(C)c(S(=O)(=O)N2CCCC2CNC(=O)c2ccc3c(c2)OCO3)c(C)c1 (stereo not drawn)
0.5	NCC(O)COCCC12CC3CC(CC(C3)C1)C2 (stereo not drawn)
0.3	CCC(=O)N1CCc2cc(S(=O)(=O)NC(C(=O)NCc3ccccc3)C(C)C)ccc21 (stereo not drawn)
1.2	NNC(=O)c1csc(COc2cc(Cl)cc(Cl)c2)n1
-2.9	CCC1(CC)C(=O)C2=C3C1[C@H](C(=O)OC)CC(C(=O)OC)C[C@H]3n1c(=O)n(-c3ccccc3)c(=O)n1[C@H]2C (stereo partly drawn)

The list continues.
TbREL1 primary	mol
4.2	Nc1ccc2c(c1)C(O)c1ccc(Cl)cc1-2 (stereo not drawn)
-2.5	CCN1C(=O)[C@H]2[C@@H](c3ccc(-c4ccc(Cl)c(Cl)c4)c(OC)c3)N[C@@](C)(C(=O)OC)[C@H]2C1=O
0.3	CCn1c(Cc2cccs2)nnc1SCC(=O)Nc1ccc2c(c1)OCCO2
-0.4	CCOC(=O)N1CCN(C(=O)c2ccc3nc(N4CCCCC4)sc3c2)CC1
-1.3	Cc1ccc(-c2nc3ccccc3c(=O)n2NC(=S)N(C)C)cc1
-0.6	O=C(CN1C(=O)CSc2ccc(S(=O)(=O)N3CCOCC3)cc21)N1CCCCC1
0.9	O=C1CC(c2ccc(S(=O)(=O)NCc3ccccc3)cc2)CN1 (stereo not drawn)
-1.5	CCOC(=O)C1CCN(C(=O)CSc2ccc(Cl)cc2)CC1
-2.6	CC(C)c1ccc(NC(=O)C2CCCCC2C(=O)O)cc1 (stereo not drawn)
7.2	Nc1nnc(SCC(=O)NNC(=O)c2ccc(F)cc2)s1
-1.6	O=C(NCCS(=O)(=O)N1CCN(c2ccccc2)CC1)c1cccc(F)c1
-2.2	CCOC(=O)C1CCCN(S(=O)(=O)c2cc3c(cc2Cl)NC(=O)CO3)C1 (stereo not drawn)
1.2	CN(C)CCNc1ncnc2ccccc12
-0.6	CCCn1c(=N)c(S(=O)(=O)c2ccccc2)cc2c(=O)n3cccc(C)c3nc21

Reprinted at random: 4 compounds from above.
TbREL1 primary	mol
-0.6	S=C(N/N=C/c1ccccc1Cl)Nc1cccc(Cl)c1Cl
2.1	C#CCOCCOCCOCCNc1nc(N2CCN(C(=O)[C@H](C(C)C)n3cc(CCO)nn3)CC2)nc(N2CCN(C(=O)[C@H](C)n3cc(CCCN=C(N)N)nn3)CC2)n1
0.9	O=C1CC(c2ccc(S(=O)(=O)NCc3ccccc3)cc2)CN1 (stereo not drawn)
5.5	O=C(NCc1ccccc1Br)c1cccs1

High-throughput results deposited in PubChem BioAssay by The Scripps Research Institute Molecular Screening Center.

Not all compounds are listed; rates above refer to the full screens.
